Bioassay records (PubChem)
RGS4 inh: Inhibitors of Regulator of G Protein Signaling (RGS) 4: qHTS; Regulator of G-protein signaling 4 (Homo sapiens), P49798; Transcreener GDP fluorescence polarization, RGS4-accelerated GTP hydrolysis; Potency, µM (doses to about 114 µM), for inactives: at the top dose activity change, negative = inhibition, actives largely listed as inhibitors; 390,000 tested, 0.039% active; also: % is scaled to controls: 0 for no effect and ±100 for the full control effect; nearly all actives have a fitted effect of over 75% in size; some results filed as inactive show a strong effect at the top dose
Target sequence (P49798 whole entry, looked up): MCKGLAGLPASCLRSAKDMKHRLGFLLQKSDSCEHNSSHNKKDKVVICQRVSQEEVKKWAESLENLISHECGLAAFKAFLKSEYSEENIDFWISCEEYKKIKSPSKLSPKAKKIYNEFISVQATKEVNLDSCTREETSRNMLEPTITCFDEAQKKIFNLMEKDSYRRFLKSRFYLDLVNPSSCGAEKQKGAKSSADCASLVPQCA
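MLSMR compounds (23 nl, pin-transferred) preincubated 10 min at room temperature with a 500nM (2x) first reagent, then RGS4 at 900nM (2x) plus Transcreener GDP mix added; fluorescence polarization (620/688 nm) read before and after 90 min at 30 °C.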
RXFP1 ag: qHTS Assay for Agonists of the Relaxin Receptor RXFP1 | Relaxin receptor 1 (Homo sapiens), Q9HBX9 | HEK293T-RXFP1 cAMP TR-FRET, 30 min; response scale: percent of porcine relaxin response, buffer zero | Potency, µM (series often up to 57.5 µM), for inactives: at the top dose activation, actives largely listed as activators | 370,000 tested, 0.3% active; also: % is scaled to controls: 0 for no effect and ±100 for the full control effect; nearly all actives have a fitted effect of over 60% in size; many of its hits are not listed in these tables
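Agonist response is measured as cAMP accumulation in an RXFP1-transfected HEK293T line under PDE4 inhibition. Values are scaled between buffer-only and 29 nM porcine relaxin, and EC50s come from standard Hill equation fits.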
Vif-APOBEC3F blk: qHTS for Inhibitors of Vif-A3F Interactions: qHTS | 390,000 tested, 0.2% active | AID 602313, 2012 | Potency, µM (doses to about 46.1 µM), without a hit: at the highest dose activity, negative = active | HeLa A3F-eYFP + Vif (tagged APOBEC3F with the HIV-1 protein that degrades it), YFP fluorescence increase; also: % of control where 0% means no effect; nearly all actives have a fitted effect of over 65% in size
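Fluorescence increase (Ex 488/Em 500-530) after overnight compound treatment at 37 deg C flags inhibition of Vif-driven A3F-eYFP loss in stable HeLa A3F-eYFP/Vif cells seeded overnight beforehand.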
USP1 inh: Inhibitors of USP1/UAF1: Primary Screen; recombinant USP1/UAF1, Ub-Rhodamine cleavage fluorescence; Potency, µM (top dose mostly 57.1 µM), for inactives: top-dose activity change, negative = inhibition, actives largely listed as inhibitors; 390,000 tested, 0.23% active; also: % is scaled to controls: 0 for no effect and ±100 for the full control effect; nearly all actives have a fitted effect of over 60% in size; inactives centre near -12
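1 nM enzyme complex + cpd, 15 min RT; start with Ub-Rho 150nM final; kinetic fluorescence ex 480/em 540, 6 reads q60 s. Buffer 50mM HEPES pH 7.8, 0.5mM EDTA, 0.1 mg/ml BSA, 1mM TCEP, 0.01% Tween-20.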
TrxR1 substrate: qHTS Assay for Substrates of Mammalian Selenoprotein Thioredoxin Reductase 1 (TrxR1): qHTS | Thioredoxin reductase 1, cytoplasmic (Rattus norvegicus), O89049 | 390,000 tested, 0.01% active | purified TrxR1 substrate turnover, NADPH consumption readout | Potency, µM (titrated, usually from 114 µM), without a hit: top-dose activity change, negative = substrate turnover; also: % is scaled to controls: 0 for no effect and ±100 for the full control effect; nearly all actives have a fitted effect of over 50% in size
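Rat TrxR1, dispensed at 90 nM, was prereduced with 400 uM NADPH (final) for 5 min at ~22 deg C, then incubated with compound 15 min before 400 uM selenite. A first-read NADPH fluorescence drop versus no-compound background flagged substrates.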
12-LOX inh: Primary qHTS assay for inhibitors of human arachidonate 12S-lipoxygenase (ALOX12): Round 2. purified 12hLO, xylenol orange hydroperoxide absorbance. Potency, µM (doses to about 108 µM), without a hit: at the highest dose activity change, negative = inhibition, usual class: inhibitors. 580,000 tested, 1.1% active. AID 1671190, 2021; also: % is scaled to controls: 0 for no effect and ±100 for the full control effect
Target sequence (P18054 whole entry, looked up): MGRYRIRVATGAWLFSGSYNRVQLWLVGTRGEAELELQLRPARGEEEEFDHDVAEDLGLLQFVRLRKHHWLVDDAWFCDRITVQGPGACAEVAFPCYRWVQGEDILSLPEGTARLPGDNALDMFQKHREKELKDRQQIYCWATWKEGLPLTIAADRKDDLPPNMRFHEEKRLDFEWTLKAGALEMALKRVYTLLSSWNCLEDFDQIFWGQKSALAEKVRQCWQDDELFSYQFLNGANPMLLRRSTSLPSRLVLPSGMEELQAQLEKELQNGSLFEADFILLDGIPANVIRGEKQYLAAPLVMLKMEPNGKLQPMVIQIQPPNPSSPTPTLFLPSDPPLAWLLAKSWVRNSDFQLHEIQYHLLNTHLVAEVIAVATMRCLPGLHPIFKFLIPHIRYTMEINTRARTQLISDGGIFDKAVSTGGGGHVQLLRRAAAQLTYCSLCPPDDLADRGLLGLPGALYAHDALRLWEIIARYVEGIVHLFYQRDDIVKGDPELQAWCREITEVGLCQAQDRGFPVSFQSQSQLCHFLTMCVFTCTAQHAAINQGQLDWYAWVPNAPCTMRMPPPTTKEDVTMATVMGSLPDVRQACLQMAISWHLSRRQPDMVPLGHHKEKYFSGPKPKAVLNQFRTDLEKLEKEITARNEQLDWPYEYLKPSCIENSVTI
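Purified human 12hLO (150 nM final) in 25 mM Hepes, 0.01% Triton X-100, pH 7.0 was preincubated 15 min at room temperature with compound. Then 40 uM arachidonic acid was added, 30 min. Hydroperoxide was read by Fe-XO absorbance ratio 573/405 nm.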
TrxR1 inh: qHTS Assay for Inhibitors of Mammalian Selenoprotein Thioredoxin Reductase 1 (TrxR1): qHTS | Thioredoxin reductase 1, cytoplasmic (Rattus norvegicus), O89049 | recombinant rTrxR1, NADPH fluorescence consumption, selenite substrate | Potency, µM (top dose mostly 114 µM), inactives show at the top dose activity change, negative = inhibition, hits mostly inhibitors | 390,000 tested, 1% active; also: % is scaled to controls: 0 for no effect and ±100 for the full control effect; nearly all actives have a fitted effect of over 65% in size
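Rat TrxR1 (90 nM in the dispensed reagent) was pre-reduced with 400 uM NADPH for 5 min at room temperature, then incubated with compound for 15 min. After 400 uM selenite was added, NADPH fluorescence (Ex 340/Em 450 nm) was followed for 8 min.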
Vif-APOBEC3G blk: qHTS for Inhibitors of Vif-A3G Interactions: qHTS | AID 602310, 2012 | 410,000 tested, 0.076% active | Potency, µM (top dose mostly 46.1 µM), inactives show at the top dose activity, negative = active, hits mostly inhibitors | DNA dC->dU-editing enzyme APOBEC-3G (Homo sapiens), Q9HC16 | HeLa A3G-eYFP + Vif (tagged APOBEC3G with the HIV-1 protein that degrades it), YFP fluorescence, overnight;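 also: % is scaled to controls: 0 for no effect and ±100 for the full control effect; nearly all actives have a fitted effect of over 60% in size; hits raise eYFP signal because A3G escapes Vif-driven loss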
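Read-out is eYFP fluorescence (Ex 488/Em 500-530) from Vif-expressing HeLa A3G-eYFP cells; more signal means A3G escaped Vif-mediated degradation. Cells plated overnight, compound pinned in, incubated overnight at 37 deg C.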
IDH1 R132H inh: qHTS for Inhibitors of mutant isocitrate dehydrogenase 1 (IDH1): qHTS. Isocitrate dehydrogenase [NADP] cytoplasmic (Homo sapiens), O75874. IDH1-R132H enzyme, NADPH consumption, diaphorase/resazurin fluorescence. Potency, µM (titrated, usually from 76.6 µM), inactives show top-dose activity change, negative = inhibition, actives largely listed as inhibitors. 390,000 tested, 0.093% active. AID 602179, 2012; also: % is scaled to controls: 0 for no effect and ±100 for the full control effect; nearly all actives have a fitted effect of over 65% in size
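IDH1-R132H (0.5 ug/mL) preincubated 30 min with compound, then NADPH (0.016 mM) and alpha-KG (2 mM) added; 80 min at RT, pH 7.5. Remaining NADPH coupled via diaphorase/resazurin to fluorescence (540/590 nm); concentration-response curves normalized to no-enzyme control.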
Starred values were filed as active, the others as inactive; ? = inconclusive; / = not tested or not shown; & = joins results of further samples; ! = a repeat was not active; [ ] = another dose, or the depositor's remark. Calls follow the shape of the dose curve; as a rule, active = well fitted curve in the direction sought with a large enough effect; inconclusive = small, poorly fitted or top-dose-only effect, or another doubt; inactive = no such curve, though single readings can be large; an effect the other way counts as inactive or inconclusive. Potency is read from the fitted curve at half-maximal effect.

SMILES	RGS4 inh	RXFP1 ag	Vif-APOBEC3F blk	USP1 inh	TrxR1 substrate	12-LOX inh	TrxR1 inh	Vif-APOBEC3G blk	IDH1 R132H inh
CCc1cccc2sc(N3CCN(C(=O)c4ccc([N+](=O)[O-])o4)CC3)nc12	-14.9%	-0.3%	-8.6%	-12.5%	-8.5%	/	?	-12.6%	6.2%
CCOc1ccc(/C=C(/C#N)c2nnc(N3CCOCC3)n2-c2ccccc2)cc1OC	-8.3%	/	-3.2%	?	-6.0%	-0.4%	7.4%	2.1%	8.5%
Cc1cccc(NC(=O)c2ccc(C)c(S(=O)(=O)N3CCCCC3)c2)n1	3.5%	-0.3%	-8.8%	-6.4%	-15.4%	1.3%	-12.1%	0.2%	6.7%
Cc1nc(NC(=O)CSc2nnc3ccccn23)c(Cl)cc1Cl	15.7%	5.2%	3.3%	-8.4%	1.2%	429.8%[activator]	4.2%	-4.4%	-1.5%
c1cc[n+](CCC[n+]2ccccc2)cc1	-15.3%	5.1%	0.9%	-12.5%	0.5%	?	18.4%	-1.7%	-1.7%
Cc1ccc(S(=O)(=O)N(C)C)cc1NC(=O)COC(=O)c1ccc2c(c1)NC(=O)CS2	4.5%	-0.5%	7.5%	-10.1%	5.9%	3.5%	19.2%	0.2%	3.8%
O=C(NCc1ccccc1)c1cccc(F)c1F	-12.9%	4.5%	7.6%	-19.5%	5.9%[57.1 µM]	-34.8%	19.3%[57.1 µM]	0.2%	7.6%
COc1ccc(-c2csc(/C(C#N)=C/Nc3ccc4c(c3)OCCO4)n2)cc1	5.7%	13.4%	?	-1.3%	0.8%	-16.8%	31.1%	2.7%	1.0%
COc1ccc(C2Nc3ccccc3C(=O)N2c2ccc(F)cc2)cc1Cn1nnc2ccccc21 (stereo not given)	-20.2%	1.5%	14.1%	-21.1%	69.7%	-22.9%	-1.0%[57.1 µM]	3.2%	2.0%
O=C1CS/C(=N/N=C/c2cccs2)N1Cc1ccc(F)cc1	-7.4%	1.6%	-9.4%	-5.4%	4.1%	0.0%	13.5%	-1.1%	-1.6%
COc1ccc(NC(=O)CN(C)C(=O)c2cc(CN3C(=O)c4ccccc4C3=O)ccc2OC)cc1	-17.2%	1.3%	8.9%	?	-3.8%	-28.6%	16.8%[57.1 µM]	0.2%	0.5%
CCOC(=O)c1c(C)[nH]c(C)c1C(=O)COC(=O)c1cccc(S(=O)(=O)NC)c1	7.0%	4.0%	-11.3%	-18.9%	-7.0%	?	-9.1%	8.3%	6.3%
CCN(CC)c1ccc(C=Nc2cccnc2Cl)c(O)c1	5.3%	9.0%	8.8%	-26.5%	-12.7%	?	-10.3%	-9.3%	1.2%
CCc1nccn1S(=O)(=O)c1cc(Br)ccc1OC	11.9%	-1.3%	-8.6%	-21.4%	6.9%[57.1 µM]	10.6%	5.5%[57.1 µM]	-6.0%	4.1%
CCc1ccc(C(=O)COC(=O)CNC(=O)c2ccc(N3C(=O)c4ccccc4C3=O)cc2)cc1	31.1%	-0.6%	-10.0%	-9.5%	5.5%[57.1 µM]	-18.4%	12.7%[57.1 µM]	-1.8%	-2.3%
Cc1[nH]c2ccccc2c1CCNC(=O)CCC(=O)c1ccccc1	-16.5%	-1.0%	0.6%	-7.7%	-4.8%[57.1 µM]	37.2%[activator]	4.2%[57.1 µM]	0.6%	1.1%
CCOc1ccc(CCNC(=O)c2cn(C)c3ccc(S(=O)(=O)N4CCCCC4)cc3c2=O)cc1OCC	-6.7%	3.1%	2.9%	3.4%	2.8%	?	11.0%	-2.9%	0.0%
COc1ccccc1N1CCN(c2ncnc3onc(-c4ccc(F)cc4)c23)CC1	?	0.1%	8.6%	-11.6%	-3.8%	-7.0%	-23.5%	-0.6%	-2.0%
CC(C)CCNC(=O)c1cccc(Nc2nc3ccccc3n3nnnc23)c1	10.4%	?	8.0%	-26.4%	234.9%[activator]	-28.9%	51.2%[activator]	1.4%	2.4%
CC(C)CC(=O)c1c[nH]c(C(=O)O)c1	-4.2%	1.6%	7.9%	-0.3%	9.8%[57.1 µM]	-2.6%	18.7%[57.1 µM]	1.4%	-2.1%
c1ccc2c(Nc3nc(-c4ccncc4)nc4ccccc34)cccc2c1	-36.2%	8.5%	-0.7%	-13.6%	26.0%	-19.6%	3.2%[57.1 µM]	-7.5%	5.1%
Nc1ccc2c(c1)C(=O)c1ccc(Cl)cc1-2	-5.8%	/	1.4%	-14.3%	3.0%	-24.6%	16.7%	1.7%	-0.9%
COC(=O)C1=CNC=C(C(=O)OC)C1c1cccc2ccccc12	-7.0%[56.9 µM]	0.5%	7.4%	-11.6%	121.0%[activator]	1.3%	19.2%	-7.1%	-9.9%
CN(Cc1ccco1)c1ncnc2ccc(-c3ccccc3Cl)cc12	21.4%	-0.4%&0.8%	-0.1%	/	7.0%[57.1 µM]	28.2µM*!	-4.5%[57.1 µM]	0.5%	/
CCCCc1c(O)nc(SCC(=O)NCC2CCCO2)[nH]c1=O (stereo not given)	21.6%	0.1%	5.4%	-13.3%	1.9%[57.1 µM]	11.2%	11.2%[57.1 µM]	-0.4%	10.6%
O=C(CCc1nc2ccccc2c(=O)[nH]1)OCc1ccc(-c2ccccc2)cc1	-16.5%	12.0%	10.1%	-17.5%	24.5%	-20.6%	52.4%[activator]	1.0%	7.9%
O=S(=O)(c1cccc(C(F)(F)F)c1)c1ccc(O)cn1	9.0%	/	8.0%	-9.3%	-2.7%	163.3%[activator]	5.2%[57.1 µM]	0.3%	2.1%
N[C@@H](CCC(=O)N[C@@H](CSN=O)C(=O)NCC(=O)O)C(=O)O	?	2.2%	-2.5%	-23.9%	3.3%	-1.5%	-11.5%	2.3%	5.6%
COc1ccccc1-n1c(=S)[nH]c2c(sc(=S)n2-c2ccccc2)c1=O	-38.2%	-0.5%	5.5%	-12.9%	-2.0%	-11.2%	29.1%	1.9%	13.4%
CCc1cc2c(cc3c(=O)n(CC(=O)N4CCN(C)CC4)ncn32)s1	-40.1%[56.9 µM]	-1.2%	3.1%	-20.3%	-9.3%	6.4%	?	-0.3%	-7.5%
COc1ccc(S(=O)(=O)NC(C)(C)C)cc1-c1nnc2c3ccccc3c(C)nn12	-4.7%&-12.3%	10.1%&24.6%	-0.5%&-3.8%	-1.7%&-7.8%	-0.4%[57.1 µM]	-18.3%&-3.7%	11.1%[57.1 µM]	-5.5%&-0.4%	0.9%&2.7%
COC(=O)C(C(=O)OC)c1ncccc1[N+](=O)[O-]	-11.2%	-0.6%	-13.9%	-18.5%	-6.2%	0.0%	-3.8%	3.1%	-18.6%
CCOC(=O)C1CCN(c2ncnc3c2c(-c2ccccc2)cn3-c2ccc(C)c(Cl)c2)CC1	15.0%	15.5%	-7.9%	-0.6%	-0.2%[57.1 µM]	-2.1%	17.7%[57.1 µM]	-0.2%	-19.2%
COc1cccc(NC(=O)Nc2nc(SC(C)(C)C)ns2)c1	-31.4%	1.0%	-3.5%	-15.4%	-9.4%	0.0%	-2.0%	-3.8%	-2.7%
CC(=O)Nc1ccc(S(=O)(=O)N2CCN(c3ncccn3)CC2)cc1	10.2%	0.2%	-2.9%	-14.9%	-11.4%	23.0%	-9.8%	3.9%	2.6%
CCCCOc1ccc(/C=C/C(=O)N(CC)CC(=O)Nc2ccc3c(c2)OCCO3)cc1OC	9.7%	1.1%	12.3%	-6.0%	-2.4%	-5.7%	-3.4%	0.9%	2.5%
CCN(CC)C(=O)CSc1nc2c(sc(=S)n2-c2ccccc2)c(=O)n1-c1ccc(OC)cc1OC	?	0.3%	2.2%	-26.4%	-3.7%	10.8%	2.1%	-1.0%	2.5%
COc1ccc(NC(=O)c2c(N)cnn2C)cc1	10.2%	-1.0%	6.2%	-3.8%	-1.3%	12.2%	17.0%	2.6%	12.5%
CCc1nnc(SCC(=O)Nc2ccccc2)nc1CC	-13.2%	1.9%	-0.1%	-7.2%	-6.4%	9.0%	11.4%	-4.6%	4.9%

An excerpt. The share of hits here may be higher or lower than overall.
